Screening data: PubChem BioAssay, NMMLSC
Rab7 wt GTP bind: dog Rab7 wildtype GTP binding, inhibitors and activators. 190,000 compounds, 0.055% hits. GST-Rab7 beads, fluorescent GTP binding, flow cytometry; actives lie on both sides; untreated = 100%, excess cold GTP = 0%. GTP binding activity (percent of control), % at 10 µM;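 active means fluorescent GTP binding to Rab7 beads changed by at least 20 points from the 100% baseline, either direction, mostly lower; inconclusive means compound itself probably fluorescent, or too few beads counted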;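 further: median green fluorescence of bound Bodipy-FL-GTP per Rab7 bead population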
Rac1 mut GTP: alters GTP binding to activated mutant human Rac1; P63000; GST-Rac1 activated beads, fluorescent GTP binding, flow cytometry; actives lie on both sides; 100% means binding = to untreated wells; percent activity (GTP binding), % at 10 µM; 190,000 compounds, 0.11% hits;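 active means GTP binding at least 20 percentage points away from the 100% baseline, in either direction, so actives lie on both sides; inconclusive means Compound likely fluorescent itself, or too few beads counted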
Bcl-XL Bim block: inhibitors of Bim-Bcl-XL interaction, human; Q07817; Bim peptide-Bcl-XL binding, bead flow cytometry, fluorescence; inhibition, % at 10 µM; 190,000 compounds, 0.04% hits; AID 1007
Target sequence (Q07817 whole entry, looked up): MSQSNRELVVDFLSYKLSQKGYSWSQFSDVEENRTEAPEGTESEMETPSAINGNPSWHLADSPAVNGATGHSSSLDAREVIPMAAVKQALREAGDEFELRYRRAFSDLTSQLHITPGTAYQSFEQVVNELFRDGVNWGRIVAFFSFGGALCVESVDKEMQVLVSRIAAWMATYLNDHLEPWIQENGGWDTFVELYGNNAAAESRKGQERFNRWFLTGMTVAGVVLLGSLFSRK
Bfl-1 Bim block: inhibitors of Bim-Bfl-1 interaction, human | Bead-based flow cytometry, Bim-Bfl-1 binding inhibition | 190,000 compounds, 0.12% hits | AID 1008 | inhibition, % at 10 µM;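 further: 0% = wells without compound plus tracer and 100% = blocker peptide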
Cdc42 wt GTP: human Cdc42 wildtype GTP binding change, either direction | GST-Cdc42 beads, Bodipy-GTP binding, flow cytometry; actives lie on both sides | percent activity (GTP binding), % at 10 µM | 190,000 compounds, 0.2% hits;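 active means percent activity GTP binding at least 20 points away from the 100% baseline, either down as inhibitor or up as activator; inconclusive means compound flagged as likely green fluorescent from well-wide comparison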;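 further: median bead fluorescence of bound Bodipy-FL-GTP at 100 nM; 0% = excess unlabeled GTP control and 100% = no compound control; below 100% means less GTP binding so inhibitor and above means activator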
Target sequence (P60953 whole entry, looked up): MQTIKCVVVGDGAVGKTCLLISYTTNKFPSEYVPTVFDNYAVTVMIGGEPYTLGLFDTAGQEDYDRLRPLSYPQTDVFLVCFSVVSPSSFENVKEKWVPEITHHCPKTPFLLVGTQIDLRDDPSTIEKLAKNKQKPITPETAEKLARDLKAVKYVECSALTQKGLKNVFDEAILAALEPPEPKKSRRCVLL
Rac1 wt GTP bind: modulators of human Rac1 wildtype GTP binding. P63000. GST-Rac1 beads, fluorescent GTP binding, flow cytometry; actives lie on both sides; 0 = cold GTP competed, 100 = untreated. GTP binding activity (% of control), % at 10 µM. 190,000 compounds, 0.27% hits;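 active means GTP binding activity at least 20 points away from the 100% control level, either lower or higher; inconclusive means compound flagged as likely green fluorescent, judged across all proteins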
Bim-Bcl-2: disrupts Bim peptide binding to human Bcl-2; 190,000 compounds, 0.06% hits; AID 950; P10415; inhibition, % at 10 µM; Bead-based flow cytometry, Bim peptide-Bcl-2 binding; in the data active means inhibition above about 40%; inconclusive means no clear call, values can overlap the other calls;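 further: 0% = no compound wells with probe peptide and 100% = reference peptide inhibitor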
Rab2A wt mod: changes GTP binding to wildtype dog Rab2A, up or down; GST-Rab2 wt beads, Bodipy-GTP binding, flow cytometry; GTP binding activity, % at 10 µM; 190,000 compounds, 0.19% hits;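 active means GTP binding activity at least 20 points away from 100%, either lowered or raised; inconclusive means signal likely due to the compound's own green fluorescence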;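 further: 0% = beads with excess unlabeled GTP and 100% = no-compound control corrected for plate trend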
HRas wt GTP: modulators of GTP binding to human HRas wildtype; P01112; GST-Ras wt beads, Bodipy-FL-GTP binding, flow cytometry; actives lie on both sides; GTP binding activity, % at 10 µM; 190,000 compounds, 0.14% hits;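 active means GTP binding activity at least 20% away from the 100% baseline, either lowered as inhibitor or raised as activator; inconclusive means flagged as likely green fluorescent, judged across all proteins in the well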;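 further: 0% = unlabeled GTP competition control and 100% = no-compound control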
Target sequence (P01112 whole entry, looked up): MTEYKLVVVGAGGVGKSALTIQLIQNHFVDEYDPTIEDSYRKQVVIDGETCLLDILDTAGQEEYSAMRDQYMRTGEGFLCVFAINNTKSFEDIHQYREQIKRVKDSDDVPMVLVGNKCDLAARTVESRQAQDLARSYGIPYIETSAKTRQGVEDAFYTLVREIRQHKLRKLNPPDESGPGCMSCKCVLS
Bim-Bcl-W: disrupts Bim peptide binding to human Bcl-W; Q92843; bead-based flow cytometry; inhibition, % at 10 µM; 190,000 compounds, 0.02% hits;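 further: 0% = bound tracer without compound and 100% = peptide blocker; higher means less fluorescent Bim peptide bound to Bcl-W beads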
Target sequence (Q92843 whole entry, looked up): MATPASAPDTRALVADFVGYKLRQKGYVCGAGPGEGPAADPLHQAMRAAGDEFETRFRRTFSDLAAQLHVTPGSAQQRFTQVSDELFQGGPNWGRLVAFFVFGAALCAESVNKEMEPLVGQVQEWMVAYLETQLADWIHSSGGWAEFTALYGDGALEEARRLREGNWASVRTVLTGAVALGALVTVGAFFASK
Bcl-B Bim block: human Bim-Bcl-B interaction inhibition | Q9HD36 | bead-based flow cytometry, Bim peptide-Bcl-B binding | inhibition, % at 10 µM | 190,000 compounds, 0.073% hits | AID 951;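 further: 0% = tracer peptide without compound and 100% = reference inhibitor peptide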
Target sequence (Q9HD36 whole entry, looked up): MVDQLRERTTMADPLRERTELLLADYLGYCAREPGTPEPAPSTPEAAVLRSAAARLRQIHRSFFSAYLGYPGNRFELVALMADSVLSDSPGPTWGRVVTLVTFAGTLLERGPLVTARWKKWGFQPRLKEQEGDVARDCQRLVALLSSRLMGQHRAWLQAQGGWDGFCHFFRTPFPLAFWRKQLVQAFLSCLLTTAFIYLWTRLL
* = called active by the depositor; u = inconclusive; x = no result given. Unless noted, no stated cut-off is given here; in the data, active means inhibition above about 40%.

no.	compound	Rab7 wt GTP bind	Rac1 mut GTP	Bcl-XL Bim block	Bfl-1 Bim block	Cdc42 wt GTP	Rac1 wt GTP bind
1	CCOC(=O)N1CCN(c2cc3[nH]c(=S)[nH]c3cc2F)CC1	104	101	-2	-6	102	109
2	CN(NC(=O)c1ccccc1)c1nc2ccccc2nc1C(F)(F)F	101	98	-6	-13	100	105
3	O=C(COc1cccc(C(F)(F)F)c1)N1CCN(c2ccc(O)cc2)CC1	105	94	-2	6	101	100
4	C/C=C/C=N/Nc1nc(C)cc(=O)[nH]1	u	u	0	-2	u	u
5	CCOC(=O)c1c(-c2ccc(OC)cc2)csc1NC(=O)CSc1nnc(C)c(=O)[nH]1	107	86	-1	-5	89	90
6	COc1ccc(C(=O)Nc2cc(C)cc(C)c2)cc1S(=O)(=O)N1CCOCC1	100	99	-3	-5	102	102
7	N#Cc1cnc(NOCc2ccc(Cl)cc2)nc1	101	103	0	-6	100	112
8	CCN(CC)CCCNC(=O)C(C)n1nc(C)c2sc3ccccc3c2c1=O (stereo not given)	96	96	-6	-6	97	98
9	Cc1[nH]c2ccc(-c3nnc(SCC(=O)c4ccccc4F)o3)cc2c1C	101	98	-7	-12	101	106
10	NS(=O)(=O)c1ccc(NC(=O)COC(=O)CCC2CCCCC2)cc1	101	96	-8	-6	99	100

no.	Bim-Bcl-2	Rab2A wt mod	HRas wt GTP	Bim-Bcl-W	Bcl-B Bim block
1	-3	102	106	2	-5
2	-6	99	99	0	-5
3	1	102	103	4	-3
4	2	u	u	-2	-2
5	-4	94	94	0	0
6	-3	103	102	1	-1
7	-4	100	103	1	-3
8	-5	98	95	-2	0
9	-9	104	100	1	-8
10	-9	99	99	-5	-5

Brought forward from above: 6 compounds, then new ones.
no.	compound	Rab7 wt GTP bind	Rac1 mut GTP	Bcl-XL Bim block	Bfl-1 Bim block	Cdc42 wt GTP	Rac1 wt GTP bind
5	CCOC(=O)c1c(-c2ccc(OC)cc2)csc1NC(=O)CSc1nnc(C)c(=O)[nH]1	107	86	-1	-5	89	90
6	COc1ccc(C(=O)Nc2cc(C)cc(C)c2)cc1S(=O)(=O)N1CCOCC1	100	99	-3	-5	102	102
7	N#Cc1cnc(NOCc2ccc(Cl)cc2)nc1	101	103	0	-6	100	112
8	CCN(CC)CCCNC(=O)C(C)n1nc(C)c2sc3ccccc3c2c1=O (stereo not given)	96	96	-6	-6	97	98
9	Cc1[nH]c2ccc(-c3nnc(SCC(=O)c4ccccc4F)o3)cc2c1C	101	98	-7	-12	101	106
10	NS(=O)(=O)c1ccc(NC(=O)COC(=O)CCC2CCCCC2)cc1	101	96	-8	-6	99	100
11	CCOc1ccc(-n2c(=O)cc(N3CCN(c4ccccc4)CC3)[nH]c2=O)cc1	95	95	-10	-7	96	94
12	O=C(CSc1nnc2sc3ccccc3n12)NCc1ccco1	98	100	-2	-3	104	107
13	Cc1cc(NC(=O)CSc2nncn2N)no1	98	99	-1	-6	99	103
14	O=C(Oc1cc2oc(=O)c3c(c2cc1Cl)CCCC3)c1ccco1	100	100	-4	-10	100	106
15	Cc1csc2ncc(C(=O)Nc3ccc(C(F)(F)F)cc3)c(=O)n12	101	100	-3	-7	102	104
16	CCc1ccc2[nH]c(=O)c(CN(CCN(C)C)C(=O)Nc3ccccc3OC)cc2c1	99	99	0	-1	103	102
17	CCNc1nc(NCC)n2c(SCC(=O)Nc3ccc(F)cc3[N+](=O)[O-])nnc2n1	92	91	3	-3	87	88
18	Cc1ccc(C)n1-c1ccccc1N1CCCCC1	93	92	3	0	94	90
19	COc1ccc(OC)c(N2CC(O)(c3ccccc3)[N+]3=C2SCCC3)c1 (stereo not given)	92	96	-3	-7	95	98
20	COC(=O)Cc1cc(=O)[nH]c(/N=C(\N)Nc2ccc(C(C)C)cc2)n1	99	94	-5	-8	92	103

no.	Bim-Bcl-2	Rab2A wt mod	HRas wt GTP	Bim-Bcl-W	Bcl-B Bim block
5	-4	94	94	0	0
6	-3	103	102	1	-1
7	-4	100	103	1	-3
8	-5	98	95	-2	0
9	-9	104	100	1	-8
10	-9	99	99	-5	-5
11	-6	96	98	1	-6
12	-2	101	101	-3	-3
13	-2	101	98	0	-3
14	-3	100	99	4	-7
15	-3	101	104	0	-1
16	1	101	103	0	-2
17	3	91	89	2	1
18	2	92	91	2	0
19	-2	100	94	0	-3
20	-5	94	97	0	-6

Continued:
no.	compound	Rab7 wt GTP bind	Rac1 mut GTP	Bcl-XL Bim block	Bfl-1 Bim block	Cdc42 wt GTP	Rac1 wt GTP bind
21	O=c1c(Cl)c(NCC2CCCO2)cnn1C12CC3CC(CC(C3)C1)C2 (stereo not given)	109	97	0	-4	102	107
22	O=C(Nc1ccccn1)C(=O)N1CCCCC1	98	101	x	x	106	107
23	CCc1nnc(NC(=O)c2ccc3c(c2)C(=O)N(CC)C3=O)s1	100	99	-5	-3	102	103
24	COc1ccc(Cn2nnnc2C(c2cc3cc(C)ccc3[nH]c2=O)N2CCOCC2)cc1 (stereo not given)	99	99	-4	-10	106	107
25	Cc1csc(=O)n1CCC(=O)O	96	97	-9	-13	95	96
26	Cc1nc2ncccn2c1-c1csc(Nc2ccc(O)cc2)n1	u	u	62*	19	u	u
27	C/C(Cn1nnc([N+](=O)[O-])n1)=N\NC(=O)c1ccc(O)cc1O	102	99	-5	-14	102	104
28	Cn1c(Cn2c(=O)sc3ccccc32)nnc1SCc1cccc(F)c1	106	100	-8	-7	100	105
29	O=C1C(C=NCCN2CCOCC2)=C(O)c2ccccc21	102	100	-3	-3	103	107
30	COc1ccc(C2C3=C(CC(C)(C)CC3=O)Oc3ncn(CC(C)C)c(=N)c32)cc1 (stereo not given)	106	101	2	-2	107	106

no.	Bim-Bcl-2	Rab2A wt mod	HRas wt GTP	Bim-Bcl-W	Bcl-B Bim block
21	0	104	103	1	0
22	u	102	103	x	x
23	0	98	100	1	-3
24	-9	104	104	0	-9
25	-9	96	95	0	-4
26	13	u	u	35	33
27	-5	97	100	-5	-10
28	-6	101	103	-6	-8
29	-1	101	103	-1	-4
30	-3	106	105	0	-2

New compounds follow
no.	compound	Rab7 wt GTP bind	Rac1 mut GTP	Bcl-XL Bim block	Bfl-1 Bim block	Cdc42 wt GTP	Rac1 wt GTP bind
31	CCOc1cc(/C=C/c2nc3cc(C)c(C)cc3s2)ccc1OCC(=O)N1CCOCC1	98	99	-7	-7	99	101
32	CCOC(=O)C1CCN(C(=O)CCc2c(C)nc3cc(-c4ccccc4)nn3c2C)CC1	102	97	-2	-9	104	102
33	O=C(/C=C\c1ccc2c(c1)OCO2)NC1(C(=O)Nc2ccc3c(c2)OCO3)CCCCC1	98	97	-5	-14	99	99
34	CCN(C(=O)CN1CCN(C)CC1)c1cccc2ccccc12	105	103	16	22	105	111
35	CCCC[C@@H]1CNC(=S)N1CCc1cccc2ccccc12	100	96	-1	-1	98	101
36	O=C(COC(=O)/C=C/c1cccc(F)c1)NNC(=O)c1ccccc1	100	90	0	1	91	87
37	CCN(C(=O)c1ccco1)c1nnc(-c2ccc(OC)cc2)s1	94	99	-15	-9	99	101
38	COc1ccc(S(=O)(=O)N(C)CC(=O)Nc2c(F)cccc2F)cc1	98	99	-2	0	101	101
39	Cn1c(=O)[nH]c(=O)c2c1nc(N(CCO)Cc1ccccc1)n2Cc1ccccc1Cl	101	97	-6	-14	97	100
40	O=C(NC1=NCCS1)Nc1ccccc1	99	98	-4	-15	99	105

no.	Bim-Bcl-2	Rab2A wt mod	HRas wt GTP	Bim-Bcl-W	Bcl-B Bim block
31	-11	99	96	-3	-4
32	-7	101	101	1	-8
33	-4	96	99	-4	-6
34	15	105	104	8	14
35	-1	99	100	-1	-11
36	1	92	94	4	-1
37	-10	98	99	-20	-21
38	-4	102	102	-3	-3
39	-8	99	99	0	-8
40	-3	99	99	-6	-10

Remaining list, next part
no.	compound	Rab7 wt GTP bind	Rac1 mut GTP	Bcl-XL Bim block	Bfl-1 Bim block	Cdc42 wt GTP	Rac1 wt GTP bind
41	CCc1ccc(NC(=O)c2onc(C)c2Cl)cc1	102	98	-4	-8	100	101
42	COc1cccc(/C=C2\C(=O)N(c3cccc(C)c3)C(=O)c3ccccc32)c1	100	96	-3	0	92	102
43	CC1CCN(Cc2nnnn2-c2cccc([N+](=O)[O-])c2)CC1	95	100	0	-3	101	101
44	CN1CCC(N2CCN(c3cccc(C(F)(F)F)c3)CC2)CC1	88	97	9	5	97	97
45	COc1ccccc1N1CCN(C2CCN(C(=O)c3ccc(F)cc3)CC2)CC1	98	99	-1	-4	99	104
46	CC(C)OC(=O)NCN1C(=O)C2C3C=CC(C3)C2C1=O (stereo not given)	99	101	1	-1	105	101
47	CCOC(=O)Cn1nc(C)c2ccccc2c1=O	104	101	-5	-5	103	104
48	C/C(Cn1nnc([N+](=O)[O-])n1)=N\NC(=O)c1ccc(C)cc1	99	101	-2	-1	100	106
49	CCOc1c2ccc(C(=O)NCc3ccc(C)cc3)cc2nn1CC	99	99	-1	-1	103	103
50	Cn1cccc1C(=O)NC(=O)CSc1nnc(C2CC2)n1-c1ccccc1	99	95	-3	-8	99	97

no.	Bim-Bcl-2	Rab2A wt mod	HRas wt GTP	Bim-Bcl-W	Bcl-B Bim block
41	-7	101	101	0	-7
42	2	98	101	-1	-10
43	-2	97	98	-1	-3
44	7	94	89	0	0
45	-5	95	101	-5	-6
46	1	105	105	0	0
47	-3	102	101	-3	-6
48	0	101	99	0	0
49	0	102	102	0	0
50	-1	98	99	-4	-3

(further entries)
no.	compound	Rab7 wt GTP bind	Rac1 mut GTP	Bcl-XL Bim block	Bfl-1 Bim block	Cdc42 wt GTP	Rac1 wt GTP bind
51	Cc1ccc(CCNC(=O)C2CCN(S(=O)(=O)c3c(C)nn(C)c3C)CC2)cc1	106	103	-1	-9	110	113
52	CCOc1ccccc1NC(=O)C(=O)NCC1CCCN1CC (stereo not given)	95	101	-4	-2	103	103
53	CCOC(=O)c1sc2nc(CC(=O)OC)nc(NCCN3CCOCC3)c2c1C	100	99	0	-6	103	106
54	CCn1c(SCC(=O)NCCc2ccc(Cl)cc2)nnc1-c1cccs1	103	100	-8	-13	107	104

no.	Bim-Bcl-2	Rab2A wt mod	HRas wt GTP	Bim-Bcl-W	Bcl-B Bim block
51	-4	107	104	3	-4
52	-2	101	101	-3	0
53	-5	100	103	1	-6
54	-7	102	103	-4	-8
